High-throughput results from PubChem BioAssay.
mHTT CaM bind – inhibitors of human mutant huntingtin-calmodulin interaction; P42858; AlphaScreen His-mHTT/GST-CaM binding, luminescence; inhibition, % at 15 µM; 190,000 tested, 3.6% active; AID 1671202;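 note: 0% = both proteins with DMSO and 100% = one protein alone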
Pf apPOL block – Pf-apPOL DNA polymerase inhibition; Recombinant Pf-apPOL, molecular beacon fluorescence, 1.5 h; inhibition, % at 10 µM; 210,000 tested, 0.25% active
* = called active by the depositor; . = not tested or not shown; & = joins results of further samples. Cut-off read from the data, not from the text of the source: active = inhibition above about 50%; inactive = the rest.

S=c1[nH]nc(-c2cccs2)o1
  mHTT CaM bind = -1.7	Pf apPOL block = .

CC1(C(=O)NC2CCCC2)CCC(=O)N1Cc1ccccc1F (stereo not drawn)
  mHTT CaM bind = -9.4	Pf apPOL block = 0.9

Cc1cc(C2CCCN2C(=O)c2cnn3cc(Br)cnc23)on1 (stereo not drawn)
  mHTT CaM bind = 2.2	Pf apPOL block = 3.1

Cc1nnc(C)c2c(C)n(-c3ccc4ncccc4c3)c(C)c12
  mHTT CaM bind = 25.4	Pf apPOL block = -10.5

Cc1ccc(C(=O)N/C(=C/c2ccc3c(c2)OCO3)C(=O)NCCCC(=O)O)cc1
  mHTT CaM bind = -4.0	Pf apPOL block = -7.5

CSc1ncc(-c2nnc(SCC(=O)Nc3ccc(Cl)cc3)n2C)n1C
  mHTT CaM bind = .	Pf apPOL block = -6.4

CC(NC(=O)c1cc2c(s1)CN(C(C)C)C2)c1ccc(F)cc1 (stereo not drawn)
  mHTT CaM bind = 4.1	Pf apPOL block = -2.7

CC1CCCN(CCOc2ccccc2)C1 (stereo not drawn)
  mHTT CaM bind = -0.3	Pf apPOL block = -0.3

Cc1ccc(C(=O)Nc2ccncc2)o1
  mHTT CaM bind = -3.8	Pf apPOL block = -1.3

Cc1ccc([C@H]2C[C@H](n3cc(C4CC4)nn3)[C@@H](O)CN2CC2CCCCC2)cc1
  mHTT CaM bind = 30.0	Pf apPOL block = -6.4

CCn1nnc2c(SCc3cc(OC)cc(OC)c3)ncnc21
  mHTT CaM bind = -12.9	Pf apPOL block = -6.3

COc1cccc2cc(-c3cc(=O)oc4cc5c(cc34)CCC5)oc12
  mHTT CaM bind = -0.8	Pf apPOL block = -2.6

COc1ccc(NC(=O)C(=O)NCC(C)(O)C2CC2)cc1 (stereo not drawn)
  mHTT CaM bind = -16.0	Pf apPOL block = -1.4

COc1ccc(C2C3=C(CCCC3=O)N=c3s/c(=C\c4ccc5ccncc5c4)c(=O)n32)cc1 (stereo not drawn)
  mHTT CaM bind = 43.0	Pf apPOL block = -10.9

Cc1ccc(SCCNC(=O)c2cccc([N+](=O)[O-])c2C)cc1
  mHTT CaM bind = -3.2	Pf apPOL block = -14.1

Cc1ccccc1C(=O)Nc1c2c(nn1-c1ccccc1C)CS(=O)(=O)C2
  mHTT CaM bind = -3.0	Pf apPOL block = -1.1

COc1ccc(/C=C2\SC(=O)NC2=O)cc1[N+](=O)[O-]
  mHTT CaM bind = -3.0	Pf apPOL block = -5.1

O=C(c1ccc(F)c(F)c1)N1CCOC(c2ccccc2)C1 (stereo not drawn)
  mHTT CaM bind = -13.0	Pf apPOL block = -2.5

O=C(Nc1nc(-c2ccccc2)cs1)c1ccccc1
  mHTT CaM bind = -10.0	Pf apPOL block = -4.6

O=C(C1=COCCO1)N1CCN(c2nc3ccc([N+](=O)[O-])cc3s2)CC1
  mHTT CaM bind = -22.0	Pf apPOL block = -7.0

Cc1ccccc1N1CCN(C(=O)C2CC(=O)N(CCc3ccccc3)C2)CC1 (stereo not drawn)
  mHTT CaM bind = 13.6	Pf apPOL block = -1.2

NC(=O)C=C1C2CC3CC(C2)CC1C3
  mHTT CaM bind = 1.6	Pf apPOL block = .

COCCNC(=S)N1CCc2cc(OC)c(OC)cc2C1COc1ccc2c(C)cc(=O)oc2c1 (stereo not drawn)
  mHTT CaM bind = 11.0	Pf apPOL block = -0.1

Cc1ccc(C2Cn3nnc(C(=O)Nc4ccc(F)c(Cl)c4)c3CO2)cc1 (stereo not drawn)
  mHTT CaM bind = -7.4	Pf apPOL block = -2.4

Cc1c(C(=O)n2nnc3ccccc32)cccc1[N+](=O)[O-]
  mHTT CaM bind = 25.0	Pf apPOL block = -2.6

CC(=O)NCc1csc(C2CCCN(S(=O)(=O)c3ccccc3)C2)n1 (stereo not drawn)
  mHTT CaM bind = 2.0	Pf apPOL block = 2.5

CCn1c(=O)c(N2CCC(NC(=O)NCCc3ccccc3)CC2)nc2ccccc21
  mHTT CaM bind = -7.3	Pf apPOL block = -4.1

COCC(=O)N1CCCc2ccc(NC(=O)Nc3ccccc3C(F)(F)F)cc21
  mHTT CaM bind = 1.0	Pf apPOL block = -6.6

Cc1cc(C(=O)NCc2ccc(F)cc2)nc2cc(-c3cccs3)nn12
  mHTT CaM bind = -23.8	Pf apPOL block = -3.8

COc1ccc(C(NC(=O)CC(C)C)c2ccc3cccnc3c2O)cc1OC (stereo not drawn)
  mHTT CaM bind = 24.0	Pf apPOL block = -8.8

CCc1ccc(NC(=O)CN(C)S(=O)(=O)c2ccc(Br)s2)cc1
  mHTT CaM bind = -8.0	Pf apPOL block = 0.8

O=C(NCCCc1ccccc1)c1cccc([N+](=O)[O-])c1
  mHTT CaM bind = 0.6	Pf apPOL block = 0.3

Cc1oc(C2CCN(S(=O)(=O)c3ccccc3Cl)CC2)nc1C(=O)N(C)C
  mHTT CaM bind = 13.3	Pf apPOL block = -1.2

COc1ccc(NC(=O)c2ccc(Cl)c(Cl)c2)c(OC)c1
  mHTT CaM bind = -5.0&-7.2	Pf apPOL block = 0.8&-0.8

OC1CC(c2ccccc2)NC2(CCCCC2)C1 (stereo not drawn)
  mHTT CaM bind = -7.8	Pf apPOL block = 0.6

COc1ccccc1C1C(C(N)=O)=C(C)Nc2nc(SCc3ccccc3Cl)nn21 (stereo not drawn)
  mHTT CaM bind = 39.0	Pf apPOL block = -1.5

CNC(=O)C1CN(C(=O)Nc2ccc(Br)cc2)CC12CCCC2 (stereo not drawn)
  mHTT CaM bind = -12.2	Pf apPOL block = -5.5

Cc1ccc(C(O)=C2C(=O)C(=O)N(C)C2c2cccc([N+](=O)[O-])c2)cc1 (stereo not drawn)
  mHTT CaM bind = 6.1	Pf apPOL block = -3.6

CCc1nc(-n2cccc2)sc1C(=O)Nc1cc(C)ccc1F
  mHTT CaM bind = -11.9	Pf apPOL block = -4.0

CCN1CCN(C(=O)C2CC(=O)N(c3cccc(C)c3)C2)CC1 (stereo not drawn)
  mHTT CaM bind = 0.7	Pf apPOL block = -3.2

Cc1noc(C)c1CN1CCn2c1nc(-c1ccccc1)cc2=O
  mHTT CaM bind = 13.3	Pf apPOL block = -4.2

COc1cc2c3c(c1)C(C)CC(C)(C)N3C(=O)C2=O (stereo not drawn)
  mHTT CaM bind = 22.0&22.8	Pf apPOL block = -3.0&0.8

COc1ccc(N/C(C)=C/C(=O)c2ccccc2)c(OC)c1
  mHTT CaM bind = 50.9*	Pf apPOL block = -0.9

Cc1ccc(-c2nc(NC(=O)Nc3ccc(OCc4ccccc4)cc3)sc2C)cc1Cl
  mHTT CaM bind = .	Pf apPOL block = 1.0

O=C(c1ccc(Cn2cncn2)cc1)N1CCCCCC1
  mHTT CaM bind = -4.6	Pf apPOL block = -1.6

CCOc1cc(N2C(=O)CC3CS(=O)(=O)CC32)c(OCC)cc1NC(=O)c1ccccc1 (stereo not drawn)
  mHTT CaM bind = 3.0	Pf apPOL block = -4.2

O=C(c1ccc(OCC2CCN(C(=O)c3c(F)cccc3F)CC2)cc1)N1CCOCC1
  mHTT CaM bind = -1.5	Pf apPOL block = 0.2

CC(=O)N1CCN(C(c2ccccc2)c2ccccc2)CC1
  mHTT CaM bind = 2.4	Pf apPOL block = 6.2

CC1=NN(C(=O)c2ccc(Cl)cc2)C(O)(C(F)(F)F)C1 (stereo not drawn)
  mHTT CaM bind = 5.0	Pf apPOL block = 16.8

CCN1CCN(CC(O)COc2ccc(Cl)cc2)CC1 (stereo not drawn)
  mHTT CaM bind = 2.1	Pf apPOL block = -5.8

Whole records, looked up by structure.
`COc1ccccc1C1C(C(N)=O)=C(C)Nc2nc(SCc3ccccc3Cl)nn21` (stereo not drawn) as listed: mHTT CaM bind: 39.0; Pf apPOL block: -1.5
`CCN1CCN(CC(O)COc2ccc(Cl)cc2)CC1` (stereo not drawn) as listed: mHTT CaM bind: 2.1; Pf apPOL block: -5.8
`CNC(=O)C1CN(C(=O)Nc2ccc(Br)cc2)CC12CCCC2` (stereo not drawn) as listed: mHTT CaM bind: -12.2; Pf apPOL block: -5.5

A second format for part of the listing above:
| mol | mHTT CaM bind | Pf apPOL block |
| --- | --- | --- |
| COc1ccc(N/C(C)=C/C(=O)c2ccccc2)c(OC)c1 | 50.9* | -0.9 |
| Cc1ccc(C(=O)Nc2ccncc2)o1 | -3.8 | -1.3 |
| Cc1ccc([C@H]2C[C@H](n3cc(C4CC4)nn3)[C@@H](O)CN2CC2CCCCC2)cc1 | 30.0 | -6.4 |
| COc1ccc(NC(=O)C(=O)NCC(C)(O)C2CC2)cc1 (stereo not drawn) | -16.0 | -1.4 |
| OC1CC(c2ccccc2)NC2(CCCCC2)C1 (stereo not drawn) | -7.8 | 0.6 |
| CCn1c(=O)c(N2CCC(NC(=O)NCCc3ccccc3)CC2)nc2ccccc21 | -7.3 | -4.1 |
| Cc1ccc(C(=O)N/C(=C/c2ccc3c(c2)OCO3)C(=O)NCCCC(=O)O)cc1 | -4.0 | -7.5 |

(listing goes on)
COC(=O)c1ccc(CSc2ccc(NC(=O)c3cccs3)nn2)o1
  mHTT CaM bind = -6.6	Pf apPOL block = -9.0

O=C(NCc1cccc(F)c1)C1CCN(c2cn[nH]c(=O)c2)CC1
  mHTT CaM bind = 0.8	Pf apPOL block = -3.5

COCCCNC(=O)N1CCN(Cc2nc3cccnc3n2-c2ccc(F)cc2)CC1
  mHTT CaM bind = 5.3	Pf apPOL block = -5.5

CNC(=O)c1ccc2c(c1)nnn2Cc1ccccc1
  mHTT CaM bind = -3.8	Pf apPOL block = -2.6

Cc1ccc(N2CCC(NC(=O)Nc3cc(C)ccc3C)C2=O)cc1 (stereo not drawn)
  mHTT CaM bind = 2.2	Pf apPOL block = -0.1

COc1cc(C2C3=C(CCCC3=O)N(C)C3=C2C(=O)CCC3)cc(Cl)c1O
  mHTT CaM bind = 6.0	Pf apPOL block = -9.9

Cc1ccc(SCC(=O)Nc2ccc(C3CCCCC3)cc2)cc1
  mHTT CaM bind = .	Pf apPOL block = -0.5

O=C(Nc1ccccc1Cl)c1cc(S(=O)(=O)N2CCc3ccccc3C2)ccc1F
  mHTT CaM bind = 38.0	Pf apPOL block = -14.5

CN(Cc1ccccc1)C(=O)c1ccccc1Br
  mHTT CaM bind = -1.2	Pf apPOL block = 1.3

Cc1ccc(C(=O)N2CCC3(C2)NCc2ccccc2NC3=NC2CCCC2)cn1 (stereo not drawn)
  mHTT CaM bind = -0.3	Pf apPOL block = -2.1

COc1ccc(CNC(=O)c2ccc(C)cc2)cc1
  mHTT CaM bind = -6.7	Pf apPOL block = -4.7

Cc1c(C=O)c2ccccc2n1CCOc1ccccc1
  mHTT CaM bind = 8.3	Pf apPOL block = -2.4

CNC(=O)c1ccc2c(c1)n(Cc1cccc(F)c1)c(=O)c1ccnn12
  mHTT CaM bind = 1.1	Pf apPOL block = -9.2

S=C(Nc1ccccc1)Nc1cc(Cl)c(Cl)cc1Cl
  mHTT CaM bind = -14.2	Pf apPOL block = .

CCOc1cc(C(=O)Nc2nnc(C3CCCCC3)s2)cc(OCC)c1OCC
  mHTT CaM bind = -5.8	Pf apPOL block = -0.1

CCCn1c(=N)c(S(=O)(=O)c2ccc(Cl)cc2)cc2c(=O)n3ccccc3nc21
  mHTT CaM bind = -2.0	Pf apPOL block = -11.3

CCOC(=O)C1CCN(C(c2ccc(OC)c(OC)c2)c2sc3ncnn3c2O)CC1 (stereo not drawn)
  mHTT CaM bind = -8.5	Pf apPOL block = -4.4

O=C1C[C@H]2CCCCC(=O)N3CC[C@@H](C1)[C@@H]23
  mHTT CaM bind = -3.2	Pf apPOL block = -11.4

CC(=O)c1cccc(NC(=O)Cc2c(C)nc(SCc3cccc(Cl)c3)[nH]c2=O)c1
  mHTT CaM bind = 51.2*	Pf apPOL block = -5.3
